Arr AP2 block: inhibitors of human beta-arrestin and AP2 interaction; FITC-arrestin peptide / GST-AP2 beads, flow cytometry; AP2 beta2 appendage carries R879A mutation; inhibition, % at 10 µM; 340,000 tested, 0.31% active;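 active means inhibition above a set limit, near 3 SD of compounds lacking own fluorescence, cut at about 54% in these data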;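 further: plate controls were DMSO wells for no effect and 5 µM unlabelled arrestin peptide for full effect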
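Material – GST-tagged AP2 beta2-adaptin appendage (R879A) on 4 µm glutathione beads · Probe or stimulus – fluorescein-tagged arrestin peptide at 50 nM final · Timing – 12 min plus 1 h, RT · Detection – bead flow cytometry, FITC channel · Read-out basis – inhibition as reduced fluorescein signal on beads, percent · Medium – PBS plus Tween 20 (0.05%) and BSA (0.1%)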
C-LANA FP: KSHV C-LANA DNA binding inhibition | MBP-C-LANA/FAM-LBS DNA binding, fluorescence polarization | inhibition, % at 9 µM | 340,000 tested, 0.078% active;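 active means highest replicate inhibition at or above 60% at 9 µM, even if other replicates fall short; inactive means all replicates below 60% inhibition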;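 further: 0% = neutral control wells and 100% = 4 µM acridine orange control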
NSD2 HMT inh: blocks human histone methyltransferase NSD2. O96028. NSD2 peptide methylation, AlphaScreen, 120 min. inhibition, % at 12.5 µM. 310,000 tested, 0.54% active. AID 743445; in the data active means inhibition above about 50%
Cardiac RTF inh: cardiac RTF calcium desensitization. IANBD-labeled cardiac RTF, Ca2+ fluorescence. 340,000 tested, 0.12% active. P19429+P45379. inhibition, % at 7.15 µM;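 active means inhibition above the mean inhibition of all tested compounds plus 3 SD, cut at about 17% in these data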;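 further: assay run at fixed EC70 calcium of 1.6 mM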
PKA-R2B act: PKA-R2B complex activation | P22694+P31323 | PKA-R2B holoenzyme dissociation, Cy5-IP20 fluorescence polarization; R2B truncated from residue 108, S112A mutant; 0% DMSO only, 100% 113 µM cGMP | activation, % at 11.4 µM | 340,000 tested, 0.079% active | AID 504700;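 active means activation above a cutoff set at the mean over all compounds plus 3 SD, cut at about 18% in these data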;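 further: higher means more holoenzyme dissociation and a rise in polarization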
Target sequence (P31323 whole entry, looked up, other chains not shown, the tested form may be a part): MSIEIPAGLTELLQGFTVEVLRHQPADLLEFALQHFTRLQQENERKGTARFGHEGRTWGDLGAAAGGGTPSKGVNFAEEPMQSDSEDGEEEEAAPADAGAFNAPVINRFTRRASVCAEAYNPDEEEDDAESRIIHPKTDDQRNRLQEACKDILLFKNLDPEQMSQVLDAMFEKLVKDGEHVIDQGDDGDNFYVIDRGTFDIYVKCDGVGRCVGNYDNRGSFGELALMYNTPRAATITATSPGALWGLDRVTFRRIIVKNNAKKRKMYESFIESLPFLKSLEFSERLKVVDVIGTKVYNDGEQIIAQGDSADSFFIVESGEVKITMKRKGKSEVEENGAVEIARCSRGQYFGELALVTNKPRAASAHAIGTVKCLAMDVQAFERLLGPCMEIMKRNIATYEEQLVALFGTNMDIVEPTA
Keap1 Nrf2 FP: Keap1-Nrf2 (human) interaction inhibition. Q14145. Keap1 Kelch-Nrf2 peptide fluorescence polarization, 1536-well. inhibition, % at 9.4 µM. 340,000 tested, 0.15% active; in the data active means inhibition above about 12%; inconclusive means no clear call, values can overlap the other calls; inactive means below about 7.3%;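 further: human Keap1 Kelch domain with fluorescein labeled Nrf2 9mer peptide probe; 0% = neutral control wells and 100% = peptide positive control; higher means more block of Keap1 binding to Nrf2 peptide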
SR-BI DiI-HDL act: activators of SR-BI mediated HDL lipid uptake. 320,000 tested, 0.096% active. CHO ldlA[mSR-BI] cells, DiI-HDL uptake fluorescence, 3 h; 100 = double the neutral-control signal. activation, % at 12.5 µM;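 active means mean replicate activation of at least 60% and every replicate at or above 60%; inconclusive means mean or all-replicate condition met, but not both; inactive means mean below 60% and not all replicates reaching 60%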;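 further: 0% = median plate neutral-control signal and 100% = twice that signal; values of inactives mirror those of a sister screen read the other way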
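Test system: SR-BI-overexpressing, LDLR-lacking CHO cells; Also added: labelled HDL, 10 µg/mL; Measured by: bottom-read cell fluorescence after medium removal, ex 550/em 595 nm; Timing: 3 h uptake period with compound, 37 °C; Buffer or medium: F12, 0.5% BSA, 25 mM HEPES; Doses: single compound concentration, delivered by pin transfer.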
DAGLB inh: diacylglycerol lipase beta (human) inhibition. Q8NCG7. HEK293T DAGLB membrane lysate, EnzChek fluorogenic substrate. inhibition, % at 5.17 µM. 340,000 tested, 0.059% active. AID 504411; in the data active means inhibition above about 34%;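 further: 0% = enzyme with vehicle and 100% = wells lacking enzyme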
Target sequence (Q8NCG7 whole entry, looked up): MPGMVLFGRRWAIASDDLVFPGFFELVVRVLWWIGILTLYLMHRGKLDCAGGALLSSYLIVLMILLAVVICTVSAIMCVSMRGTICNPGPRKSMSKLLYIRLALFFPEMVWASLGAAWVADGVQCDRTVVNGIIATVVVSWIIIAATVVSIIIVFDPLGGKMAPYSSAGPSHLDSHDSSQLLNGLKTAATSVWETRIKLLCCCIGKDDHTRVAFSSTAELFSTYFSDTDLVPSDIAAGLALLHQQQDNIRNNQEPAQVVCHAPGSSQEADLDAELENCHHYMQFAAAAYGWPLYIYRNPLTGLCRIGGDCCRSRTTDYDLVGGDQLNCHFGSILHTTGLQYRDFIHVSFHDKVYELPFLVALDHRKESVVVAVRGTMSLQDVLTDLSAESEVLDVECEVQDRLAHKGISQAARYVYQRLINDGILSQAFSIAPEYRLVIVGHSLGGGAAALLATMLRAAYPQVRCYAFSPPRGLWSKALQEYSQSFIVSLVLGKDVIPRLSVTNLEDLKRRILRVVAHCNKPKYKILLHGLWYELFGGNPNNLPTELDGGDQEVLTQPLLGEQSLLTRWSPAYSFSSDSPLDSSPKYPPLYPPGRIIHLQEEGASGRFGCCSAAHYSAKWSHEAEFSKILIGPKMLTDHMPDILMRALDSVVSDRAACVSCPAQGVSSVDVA
SR-BI DiI inh: mouse SR-BI HDL lipid transfer inhibition | Q61009 | ldlA[mSR-BI] CHO cells, DiI-HDL uptake fluorescence, 3 h | inhibition, % at 12.5 µM | 320,000 tested, 0.96% active;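 active means mean replicate inhibition of at least 70% and a set share of replicates each scoring 70 or more; inconclusive means meets just one of the two criteria; inactive means fails both criteria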;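 further: 0% = median of neutral control wells and 100% = median of positive control wells; values of inactives mirror those of a sister screen read the other way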
PvdQ acylase: P. aeruginosa PvdQ acylase inhibition. purified PvdQ acylase, fluorescence plate reader. inhibition, % at 10 µM. 340,000 tested, 0.063% active; in the data active means inhibition above about 30%, passing the limit was not always enough; inconclusive means no clear call, values can overlap the other calls;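 further: 0% = vehicle neutral wells and 100% = reference inhibitor wells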
Numbers without * were called inactive; ? = inconclusive; . = no result given.

SMILES | Arr AP2 block | C-LANA FP | NSD2 HMT inh | Cardiac RTF inh | PKA-R2B act | Keap1 Nrf2 FP | SR-BI DiI-HDL act | DAGLB inh | SR-BI DiI inh | PvdQ acylase
CCOC(=O)C1CCCN(c2nnnn2-c2ccccc2)C1 (configuration not stated) | -10.1 | 0.2 | . | -5.4 | -0.8 | 0.5 | 18.3 | 0.5 | -18.3 | -7.2
CCN(CCn1cccn1)Cc1nc(-c2ccccc2)no1 | 24.4 | -1.7 | 0.5 | -19.6 | -8.8 | 5.0 | 16.8 | -0.4 | -16.8 | 4.5
O=[N+]([O-])c1cccc(S(=O)(=O)NCC2CCCO2)c1 (configuration not stated) | 11.0 | -0.5 | . | 11.7 | -1.5 | 3.3 | 2.8 | 0.9 | -2.8 | 1.0
O=C(CN1CCN(c2ccccn2)CC1)Nc1ccccc1 | 5.3 | -2.6 | 0.3 | -6.3 | 10.8 | 6.1 | -18.1 | -4.8 | 18.1 | -6.5
CN(C)CCCO/N=C(\c1ccccc1)c1ccncc1 | 3.1 | -0.6 | 1.5 | 5.7 | -4.3 | -0.5 | . | -0.2 | . | -10.3
CC(C)S(=O)(=O)N1CCCC(C(=O)c2cccc(Cl)c2)C1 (configuration not stated) | 15.8 | 0.4 | -1.6 | 7.0 | 0.9 | -2.5 | -20.7 | 0.7 | 20.7 | -9.2
CC(NC(=O)c1ccccc1F)c1nnc(SCC(=O)N2CCN(c3ccccc3)CC2)n1C (configuration not stated) | -1.6 | 0.0 | . | -14.5 | -3.4 | -2.0 | 3.6 | 0.3 | -3.6 | -11.9
N/C(Cc1ccc(Cl)c(Cl)c1)=N\OC(=O)c1ccc(Br)o1 | -5.3 | 0.3 | 0.7 | -6.7 | -4.2 | -1.2 | 19.5 | -12.9 | -19.5 | -17.2
CN(C(=O)Cc1ccccc1)n1cnnc1 | 1.6 | 0.3 | -2.9 | 3.2 | -2.0 | -2.7 | 23.3 | 3.9 | -23.3 | -4.1
Cc1ccc(N=N/C(=C\O)C(=O)c2ccc(Cl)cc2)cc1 | 3.5 | 1.0 | -1.6 | 1.9 | -0.3 | 2.1 | -43.5 | -5.5 | 43.5 | 10.0
Cc1cc(C)n(CC(O)COc2ccc(Cl)cc2)n1 (configuration not stated) | -4.7 | 1.0 | -3.5 | 1.1 | 1.2 | 0.9 | -12.1 | -3.2 | 12.1 | -3.5
O=c1[nH][nH]c(-c2ccccc2)c1C=Nc1ccc(OC(F)(F)F)cc1 | 3.3 | -3.9 | 0.3 | -6.6 | 4.5 | -2.8 | 17.7 | 0.3 | -17.7 | -18.1
Cc1ccc(NC(=O)CCCn2c(=O)oc3ccccc32)c(O)c1 | 0.1 | -0.7 | -0.2 | 0.0 | -2.4 | 1.7 | 18.8 | 0.6 | -18.8 | -3.1
COc1cccc(CN2C(=O)CCC2(C)C(=O)NCCc2ccc(OC)c(OC)c2)c1 (configuration not stated) | -0.5 | 0.5 | 0.5 | 2.7 | -7.1 | 0.7 | -0.3 | -1.4 | 0.3 | 3.5
O=C(N/N=C/c1cc(Cl)cc([N+](=O)[O-])c1O)c1cc(-c2ccccn2)nc2ccccc12 | -6.4 | 2.4 | . | -7.1 | 0.9 | -0.8 | . | 7.3 | . | -1.2
CCOc1ccc(NC(=O)c2cc(C3CC3)nc3c2cnn3C(C)C)cc1OC | -10.8 | 1.0 | 0.8 | -2.8 | -3.7 | -2.1 | -70.8 | 1.2 | ? | -5.0
CC1CN(C(=O)c2ccccc2)OC(c2ccc3c(c2)OCO3)O1 (configuration not stated) | -11.0 | -2.3 | -0.8 | -2.0 | -0.5 | -1.3 | 10.0 | -4.5 | -10.0 | -7.6
O=C(NC(=S)Nc1ccccc1N1CCCC1)c1ccccc1Br | 47.3 | -0.1 | 3.1 | -7.6 | -3.2 | 3.0 | -51.4 | -20.3 | 51.4 | 10.7
COc1ccc(CC(=O)Nc2nncs2)cc1OC | 16.0 | 1.3 | . | -10.6 | -4.9 | -9.9 | 5.2 | 2.1 | -5.2 | 9.1
N#CCCCSc1nnnn1-c1cccc(Cl)c1 | 13.9 | -0.8 | . | -6.0 | -2.1 | 3.9 | -10.6 | 0.5 | 10.6 | 2.4
O=C(OCC(=O)N1CCN(c2ccccc2)CC1)c1ccc(Cl)nc1 | 0.0 | 1.8 | -0.6 | -6.9 | -1.4 | -0.3 | 2.9 | 0.3 | -2.9 | -7.5
Cc1ccc(/C=c2\sc3nc(-c4ccco4)nn3c2=O)o1 | 13.6 | 18.0 | . | 6.1 | -10.9 | -2.1 | 5.9 | -0.4 | -5.9 | -7.1
COc1ccc(CN(C)C(=O)c2ccc3c(=O)n4c(nc3c2)CCC4)cc1 | 31.4 | 0.4 | -2.3 | 0.4 | 0.2 | -0.3 | 37.2 | -2.6 | -37.2 | 4.9
COc1ccc(CP(=O)(c2ccccc2)c2ccccc2)cc1 | 37.6 | 3.6 | . | 4.1 | 0.7 | -0.3 | 30.3 | -0.1 | -30.3 | 7.8
COc1cc(OC)cc(C(=O)NNC(=O)CN2C(=O)NC3(CCCC3)C2=O)c1 | -7.6 | -0.7 | -0.1 | -9.0 | -6.8 | -1.9 | -2.7 | 0.7 | 2.7 | -7.5
O=C(O)c1ccc(-c2cccc([N+](=O)[O-])c2)o1 | 47.7 | 1.6 | -1.2 | 2.2 | -13.5 | 2.1 | . | -0.9 | . | -0.8
CC1CCCC(NC(=O)CSC2CCCCC2)C1C (configuration not stated) | 6.0 | 0.3 | -0.8 | 13.2 | -4.3 | -4.3 | 26.2 | -9.9 | -26.2 | -13.2
O=C(c1cnn2c(-c3ccccc3)cc(-c3ccccc3)nc12)N1CCN(Cc2ccccc2)CC1 | -7.5 | 35.2 | -13.0 | -8.6 | -8.2 | -2.1 | -21.5 | 1.1 | 21.5 | -9.2
COc1ccccc1CCN=C(N)NS(=O)(=O)c1ccc(C)cc1 | 2.1 | 4.8 | 1.3 | -5.9 | -8.3 | 1.1 | -7.5 | 0.4 | 7.5 | -11.6
COCCOC(=O)c1c(C)n(C)c2ccc(OC(=O)c3cccs3)cc12 | 27.3 | -0.4 | -0.1 | -3.8 | -9.1 | 0.9 | -6.8 | -2.8 | 6.8 | 9.9
COc1ccccc1-n1nnnc1SCC(=O)N(C)C1CCS(=O)(=O)C1 (configuration not stated) | -7.9 | -2.1 | -4.6 | -11.0 | -13.6 | -4.7 | 22.5 | 1.7 | -22.5 | -23.7
Cc1c(NC(=O)C(C)Sc2n[nH]c(N)n2)c(=O)n(-c2ccccc2)n1C (configuration not stated) | -7.3 | 0.9 | 0.0 | -0.7 | -4.4 | -0.4 | 17.2 | -1.5 | -17.2 | -6.3
COC(=O)C(Cc1ccc(O)cc1)N1Cc2ccccc2C1=O (configuration not stated) | 2.0 | 0.6 | -1.9 | -2.2 | -0.7 | 4.3 | 8.6 | 0.2 | -8.6 | 12.0
CCN(CC)CC#CC(O)(c1ccccc1)c1ccccc1 | -6.3 | -1.0 | 6.6 | -5.5 | -3.0 | 4.8 | 16.0 | -0.4 | -16.0 | -9.4
O=C(OCc1ccccc1)C1=NNC2C(=O)N(c3ccccc3)C(=O)C12 (configuration not stated) | -1.2 | -0.8 | 0.7 | -12.0 | -2.8 | -0.5 | 23.2 | -1.9 | -23.2 | -13.8
CC(=O)N1c2ccc(S(=O)(=O)N3CCOCC3)cc2CC1C (configuration not stated) | 6.0 | 1.6 | -5.5 | -2.1 | -3.1 | -11.4 | 19.2 | -1.1 | -19.2 | -10.7
Cc1ccc(NC(=O)COC(=O)CNC(=O)c2ccc(C)s2)cc1 | 5.1 | 0.7 | . | -4.4 | 8.2 | 1.6 | 9.9 | -0.5 | -9.9 | 1.3
CNC(=O)c1c(NC(=O)c2ccc(S(=O)(=O)N3CCCCC3)cc2)sc2c1CCN(C(C)C)C2 | 10.8 | 1.3 | 5.8 | -6.3 | 8.8 | -3.4 | 8.9 | -2.8 | -8.9 | 2.7
Cc1ccn2c(NC(=O)c3ccco3)c(-c3ccccc3)nc2c1 | -0.2 | -0.2 | 1.7 | -1.2 | 5.1 | -2.4 | -10.2 | 3.7 | 10.2 | -0.5
COCCN(Cc1nnc(-c2cccs2)o1)C(=O)CN1C(=O)NC2(CCCCC2)C1=O | -11.0 | -0.9 | -0.2 | 4.4 | -5.7 | -4.2 | -4.9 | 1.6 | 4.9 | 8.8
Cc1sc(NC(=O)CSc2nnc(C)c(=O)[nH]2)c(C#N)c1C | 19.9 | -2.2 | 39.9 | -0.4 | -2.3 | -1.0 | 3.8 | 4.7 | -3.8 | 3.6
O=C(N/N=C\c1c(F)c(F)c(F)c(F)c1F)c1ccc(-c2ccccc2)cc1 | 35.4 | 1.3 | -2.3 | -3.6 | 1.2 | 0.0 | 10.4 | -2.5 | -10.4 | -2.3
CC1=C(C(=O)Nc2ccccn2)C(c2cccnc2)n2nnnc2N1 (configuration not stated) | 3.8 | -1.4 | 0.4 | 0.5 | -0.2 | 3.4 | -22.4 | 1.1 | 22.4 | -1.5
N#CC(C#N)=C1C(=O)N(CCN2CCOCC2)c2ccccc21 | 32.2 | 0.5 | -14.3 | -4.8 | -11.5 | -7.1 | 1.3 | -1.0 | -1.3 | 0.1
Cc1ccc(S(=O)(=O)c2c(C)nn(-c3ccccc3)c2OC(=O)c2ccc(Br)o2)cc1 | 15.9 | 1.1 | -0.1 | -0.7 | -0.9 | 1.5 | 15.2 | 0.7 | -15.2 | -0.2

Three of the compounds above, with two lines to a compound:
Sequence of screens: Arr AP2 block, C-LANA FP, NSD2 HMT inh, Cardiac RTF inh, PKA-R2B act, Keap1 Nrf2 FP, SR-BI DiI-HDL act, DAGLB inh, SR-BI DiI inh, PvdQ acylase
- COCCN(Cc1nnc(-c2cccs2)o1)C(=O)CN1C(=O)NC2(CCCCC2)C1=O
    -11.0, -0.9, -0.2, 4.4, -5.7, -4.2, -4.9, 1.6, 4.9, 8.8
- Cc1sc(NC(=O)CSc2nnc(C)c(=O)[nH]2)c(C#N)c1C
    19.9, -2.2, 39.9, -0.4, -2.3, -1.0, 3.8, 4.7, -3.8, 3.6
- O=C(N/N=C\c1c(F)c(F)c(F)c(F)c1F)c1ccc(-c2ccccc2)cc1
    35.4, 1.3, -2.3, -3.6, 1.2, 0.0, 10.4, -2.5, -10.4, -2.3

No enrichment for hits; any-hit rate near 2.1%.
